# Assay outcomes as filed in PubChem.
# Sm TGR inh – qHTS Assay for the Inhibitors of Schistosoma Mansoni Peroxiredoxins; Schistosoma mansoni thioredoxin glutathione reductase (TGR), Q962Y6; purified TGR, DTNB reduction, TNB absorbance 405 nm; Potency, µM (highest dose often 114 µM), without a hit: at the top dose activity change, negative = inhibition, usual class: inhibitors; actives 3% (n = 360,000); AID 485364, 2010; further: potency means the concentration at half of the fitted maximal effect; nearly all actives have a fitted effect of over 60% in size
#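 First, TGR (20 nM dispensed) and NADPH were mixed with compound. Second, a 15 min room-temperature incubation followed. Third, further NADPH and then DTNB were added to start the reaction. Finally, TNB absorbance was monitored kinetically.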
# AmpC detergent – qHTS Inhibitors of AmpC Beta-Lactamase (assay with detergent). actives 0.041% (n = 370,000). Potency, µM (doses to about 114 µM), for the others: at the top dose activity change, negative = inhibition, hits mostly inhibitors. P00811. AmpC hydrolysis of nitrocefin, absorbance 480 nm, 0.01% Triton. AID 485294, 2010;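 further: potency means the concentration at half of the fitted maximal effect; 0% = no-compound wells and -100% = no-enzyme wells; nearly all actives have a fitted effect of over 25% in size; some results filed as inactive show a strong effect at the top dose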
# Target sequence (P00811 whole entry, looked up): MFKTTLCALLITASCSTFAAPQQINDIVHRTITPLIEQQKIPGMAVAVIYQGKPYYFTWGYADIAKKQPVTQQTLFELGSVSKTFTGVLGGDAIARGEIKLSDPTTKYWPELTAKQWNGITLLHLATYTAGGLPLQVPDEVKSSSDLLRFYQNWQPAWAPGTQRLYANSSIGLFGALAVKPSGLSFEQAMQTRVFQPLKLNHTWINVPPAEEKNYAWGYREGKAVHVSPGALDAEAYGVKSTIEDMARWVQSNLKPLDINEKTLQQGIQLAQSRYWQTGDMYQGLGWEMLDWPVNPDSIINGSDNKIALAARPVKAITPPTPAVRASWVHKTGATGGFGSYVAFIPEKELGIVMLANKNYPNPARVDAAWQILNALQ
#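 AmpC (5.3 nM in the dispensed reagent) in 20 mM phosphate pH 7.0 with 0.01% (detergent screen) or 0.0001% Triton X-100 was preincubated with compounds for 15 min at room temperature. Nitrocefin was then added from an 800 uM solution, and hydrolysis was followed at 480 nm.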
# AmpC inh no detg – qHTS Inhibitors of AmpC Beta-Lactamase (assay without detergent). actives 0.52% (n = 330,000). Potency, µM (highest dose often 57.1 µM), for inactives: at the top dose activity change, negative = inhibition, usual class: inhibitors. AmpC nitrocefin hydrolysis, absorbance 480 nm, 0.0001% Triton. P00811. AID 485341, 2010;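 further: potency means the concentration at half of the fitted maximal effect; plate controls were no compound for no effect and no enzyme for full effect; nearly all actives have a fitted effect of over 20% in size; some results filed as inactive show a strong effect at the top dose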
#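 20 mM phosphate pH 7.0 + 0.01% (detergent screen) or 0.0001% Triton X-100; 5.3 nM AmpC reagent; cpd preinc 15 min RT; nitrocefin (800 uM stock) to start; A480 q20 s × 4 min; Activity was normalised to no-enzyme and no-compound control wells.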
# HCV inhibitor – qHTS Assay for Inhibitors of Hepatitis C Virus (HCV); Huh7.5.1 HCVcc-Cre infection, luciferase reporter, 44 h; Potency, µM (titrated, usually from 41.8 µM), inactives show at the top dose activity change, negative = inhibition, actives largely listed as inhibitors; actives 3.4% (n = 340,000); further: potency means the concentration at half of the fitted maximal effect
#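 Compounds are dispensed onto cells plated 4 h earlier at 1,000 per well, with HCVcc-Cre virus (about 0.5 moi) added next. Following 44 h of culture, luminescent signal is measured for 15 sec after 15 min with substrate at room temperature.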
# HCMV antiviral – qHTS Assay for inhibitors of the human cytomegalovirus (HCMV); HFF cells, HCMV-luciferase reporter, 72 h; hits give low values; activity change, negative = inhibition, % at 57.5 µM; actives 4.5% (n = 410,000); AID 1259415, 2018; in the data active means activity change below about -60%; inconclusive means no clear call, values can overlap the other calls; inactive means above about -39%
#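 Luciferase read-out from HCMV-luciferase-infected HFFs (MOI 1 PFU/cell) 72 h post infection at 37C; compounds added after 16 h cell attachment; activity normalized between buffer-only basal and Salinomycin (10uM) inhibitor controls.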
# Giardia FBPA inh – qHTS Assay for Inhibitors of Fructose-1,6-bisphosphate Aldolase from Giardia Lamblia; purified Giardia FBPA; Potency, µM (highest dose often 59.6 µM), inactives show at the top dose activity, negative = inhibition, most hits filed as inhibitors; actives 0.71% (n = 290,000); further: potency means the concentration at half of the fitted maximal effect; nearly all actives have a fitted effect of over 55% in size
# Target sequence (A8B2U2 whole entry, looked up): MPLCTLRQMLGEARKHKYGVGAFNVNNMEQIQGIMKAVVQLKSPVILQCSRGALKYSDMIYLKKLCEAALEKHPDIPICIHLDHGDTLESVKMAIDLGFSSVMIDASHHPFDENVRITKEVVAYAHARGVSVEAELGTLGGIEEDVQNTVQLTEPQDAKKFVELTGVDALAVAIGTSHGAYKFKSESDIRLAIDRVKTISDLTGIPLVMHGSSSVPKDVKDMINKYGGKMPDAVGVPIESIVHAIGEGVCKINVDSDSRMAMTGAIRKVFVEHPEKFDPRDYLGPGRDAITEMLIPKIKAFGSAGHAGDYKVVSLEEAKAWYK
#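 Giardia FBPA (40 nM reagent) was preincubated 10 min at RT with compound (up to 57.5 uM final), then substrate plus GAPDH/TPI/NAD/arsenate coupling system with diaphorase/resazurin was added; resorufin fluorescence (525/598 nm) was read after 20 min.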
# The depositor's hits bear a star; ? = inconclusive; . = not tested or not shown; & = joins results of further samples; [ ] = another dose, or the depositor's remark. Unless noted, the call rests on the fitted dose curve; in most records, active means well fitted curve in the direction sought with a large enough effect; inconclusive means small, poorly fitted or top-dose-only effect, or another doubt; inactive means no such curve, though single readings can be large; an effect the other way counts as inactive or inconclusive. Unless noted, on the % scale 0 is the no-effect control and ±100 the full control effect.
Compound,Sm TGR inh,AmpC detergent,AmpC inh no detg,HCV inhibitor,HCMV antiviral,Giardia FBPA inh
O=C1C2C3C=CC(C4CC34)C2C(=O)N1c1nccs1 (configuration not stated),1%,-5%,-32%,-2%,16,-1%
COc1ccc(C2CCCN2C(=O)Nc2cccc(C(C)=O)c2)cc1OC (configuration not stated),-20%,?,1%,?,-16,0%
Cc1ccc(NC(=O)Cn2c(=O)n(CCc3ccccc3)c(=O)c3c4c(sc32)CCCC4)cc1C,-6%,3%,.,.,7,.
Cc1cccc(C)c1OCc1cc(C(=O)NCC2CCCCC2)no1,2%,?,-9%,2%,?,.
Cc1cc(C)n2nc(C(=O)N/N=C/c3ccc(O)cc3)nc2n1,8%[57.1 µM],-1%,-12%,19%,?,0%
CC(COc1ccccc1)N1CCC(CO)(Cc2ccccc2)CC1 (configuration not stated),-17%,6%,3%,3%,-36,4%
COc1ccc(/C=N\NC(=O)CCN2CCN(c3ccccc3)CC2)cc1OC,7%,-4%,-5%,29%,10,3%
CCOc1ccc(CCNC(=O)COC(=O)c2ccc(S(C)(=O)=O)cc2)cc1OCC,-2%,1%,21%,-3%,-6,.
CCN1CCN(C(=O)c2cc3c(OC)c(OC)c(OC)cc3[nH]2)CC1,-36%,-15%,-4%,9%,23,0%
O=C(NN1C(=O)c2ccccc2C1=O)c1ccccc1[N+](=O)[O-],16%,5%,-9%,19%,3,0%
CC(C)OCCCNC(=O)Nc1cccc2ccccc12,-12%,2%,-1%,7%,-15,-7%
COc1cccc(C=Nc2cc(C)cc(C)c2)c1O,-4%,-12%,-15%,-1%,-4,-1%
CCOc1cc(/C=N/NC(=O)C(=O)N2CCCC2)ccc1O,.,-12%,-14%,7%,-5,0%
Cc1cccc(NC(=O)Cn2cnc3sc(C)c(S(=O)(=O)N4CCC(C)CC4)c3c2=O)n1,-4%,-13%,-16%,19%&5%,3,11%
COc1cc(C2C3=C(CCCC3=O)Nc3c2c(C)nn3-c2cccc(C)c2)cc(OC)c1O (configuration not stated),40µM*,-11%,122%[activator],-8%,6,?
COc1cccc(-n2c(Cc3cc(=O)[nH]c(=O)[nH]3)nnc2SCC(=O)N2CCCCC2)c1,-23%,?,-14%,13%,76,-2%
COc1ccc(-n2nc(C(=O)O)c3ccccc3c2=O)cc1,-3%,-4%,-12%,15%,-1,4%
Cc1ccccc1CN1N=C(/C=C/c2ccccc2)CCC1=O,9%,-6%,50%,-23%,2,-2%
O=C1c2ccccc2C2=Nc3ccccc3SC(c3cccc(F)c3)C12 (configuration not stated),-3%,-10%,-37%,?,-23,-12%
NC(=O)C(c1ccc(Sc2ccccc2)nn1)c1ccc(Cl)cc1Cl (configuration not stated),1%,?,-15%,-20%,15,0%
O=C(Nc1nccs1)c1cc(-c2ccncc2)nc2ccccc12,1%,-9%,-20%,-23%,5,1%
Cc1cc(C)c2cc(C#N)c(SCC(=O)NCC3CCCO3)nc2c1 (configuration not stated),-20%,2%,-24%,-2%,7,5%
O=C(Nc1cccc(C(F)(F)F)c1)c1cc(S(=O)(=O)N2CCCC2)c[nH]1,1%,17%,.,.,-3,.
COC(=O)C(O)(c1ccc2c(c1)CCCN2)C(F)(F)F (configuration not stated),1%[11.4 µM],-13%,-10%,0%,0,0%
COc1ccccc1Nc1nc(-c2sc(N)nc2C)cs1,-15%,-15%,-38%,-15%,-26,-29%
CC12CCC(C(=O)N(CSC(=S)N/N=C\c3ccccc3Cl)C1=O)C2(C)C (configuration not stated),-1%,-3%,-33%,8%,49,20%
CCCCc1cn(C[C@H]2CC[C@@H]([C@@H]3CC[C@H](Cn4cc(CCCC)nn4)O3)O2)nn1,-10%,5%,106%[activator],?,-27,-9%
Cc1ccccc1C1C(C#N)=C2N=C(N)c3ccccc3N2C2=C1C(=O)CCC2 (configuration not stated),17%,5%,-41%,-12%,-10,-5%
O=C(CCC(=O)Nc1ccc(Cl)cc1)N/N=C/c1ccc2c(c1)OCO2,1%,3%,38%,.,0,.
CCc1ccc(CN(Cc2ccco2)C(=O)COc2ccc(Cl)cc2C)cc1,0%,5%,.,.,-39,.
Cc1nc2ccccc2n1S(=O)(=O)c1ccc(S(=O)(=O)N2CCCCCC2)cc1,14%,?,80%,24%,15,-24%
COc1ccc(CC(=O)Oc2ccccc2Cl)cc1S(=O)(=O)N1CCOCC1,0%,0%,51%,6%,-9,.
O=C(Nc1ccc(N2CCN(Cc3ccccc3F)CC2)cc1)c1ccccc1[N+](=O)[O-],4%,3%,-3%,-7%,30,-10%
O=C1NC(Cc2ccccc2)c2nc3cc(F)ccc3c(=O)n2-c2ccccc21 (configuration not stated),.,.,-28%,-6%,-12,.
COc1ccc(CCNCc2sccc2C)cc1,2%,?,-24%,8%,60,-29%
O=C(NC1CCCCC1)N(Cc1ccccc1)Cc1ccco1,0%,-8%,.,-17%,1,6%
CC(=O)NCCC1CCCCN1C(=O)c1cc(COc2cc(C)ccc2C)on1 (configuration not stated),-11%,-2%,76%[activator],-17%,27,.
Cc1cc(C)n(-c2ccc(C(=O)OCC(=O)NCc3ccc(Cl)cc3)cc2)n1,-2%,?,-8%,18%,77,0%
COCCNC(=O)C(c1ccc(C)o1)N(C(=O)c1snc(C(N)=O)c1N)c1cc(C)cc(C)c1 (configuration not stated),?,?,142%[activator],-10%,-78*,1%
CN(C)S(=O)(=O)c1ccc(S(=O)(=O)N2CCCC2)cc1,-5%,1%,-10%,16%,55,2%
CC(C)NC(=S)N1CCN(S(=O)(=O)c2cccc(C(F)(F)F)c2)CC1,8%,-6%,-8%,24%,-29,11%
N/C(=N/OC(=O)c1ccc(Cl)cc1)c1ncc([N+](=O)[O-])s1,-6%,-10%,-24%,?,-18,2%
O=C1CCc2cc(S(=O)(=O)NC(Cc3ccccc3)C(=O)N3CCN(c4ccccn4)CC3)ccc2N1 (configuration not stated),-7%,-2%,30%,-10%,-36,7%
CC(=O)Nc1ccc(N/C=C/C(=O)c2ccc(Cl)cc2)cc1,-13%,0%,-16%,1%,26,4%
CCCCNc1nc2ccccc2n1CC(=O)Nc1c(C)cccc1CC,-15%,-7%,20µM*,-12%,0,7%
CCCCNC(=S)NNC(=O)c1c(Cl)c(C)nn1C,1%,?,-41%,26%,?,10%
CCOc1cc(C2c3c(-c4ccc(Br)cc4)n[nH]c3C(=O)N2c2ccc(Cl)cc2)ccc1O (configuration not stated),-15%,1%,.,.,-106*,.
Cc1ccc(-n2c(C)cc(/C=C(\C#N)C(=O)Nc3ccc(C)c(C)c3)c2C)cc1,11%,1%,.,.,1,.

# Reformatted with two lines to a compound: entries from further up
# Each structure is followed by: Sm TGR inh, AmpC detergent, AmpC inh no detg, HCV inhibitor, HCMV antiviral, Giardia FBPA inh
CCCCNC(=S)NNC(=O)c1c(Cl)c(C)nn1C
  1%, ?, -41%, 26%, ?, 10%
N/C(=N/OC(=O)c1ccc(Cl)cc1)c1ncc([N+](=O)[O-])s1
  -6%, -10%, -24%, ?, -18, 2%

# (cont.)
Compound,Sm TGR inh,AmpC detergent,AmpC inh no detg,HCV inhibitor,HCMV antiviral,Giardia FBPA inh
CCN1CCc2nc3sc(C(=O)N4CCc5ccccc5C4)c(N)c3cc2C1,-9%,?,77%[activator],?,-3,-11%
COc1ccc(C(=O)N2CCN(c3cnn(-c4ccccc4)c(=O)c3Cl)CC2)cc1,-1%,7%,30%,-1%,-7,3%
CCCCCCOC(=O)C1=C(C)NC(=O)NC1c1ccc(O)cc1 (configuration not stated),3%,-9%,-18%,?,-6,0%
CN1CCN(C(=O)C2CCCN(c3ncnc4c3nc3n4CCCCC3)C2)CC1 (configuration not stated),-7%,3%,-2%,12%,5,.
COc1ccc(Cl)cc1C(=O)Nc1ccc2c(c1)OCO2,7%,0%,-24%,11µM*,260,-20%
Cc1ccc(Cn2nc(C(=O)Nc3ccc(Br)cc3)cc2C)cc1,13%,8%,-29%,?,.,-4%
COc1ccc(CCC(=O)Nc2cccc(S(=O)(=O)N3CCOCC3)c2)cc1OC,4%,-20%,-2%,?,-22,.
Cc1ccc2c(Cl)cc(Cl)c(OCC(=O)NC(=O)NCc3ccco3)c2n1,0%,?,20%,?,0,-1%
COc1ccc(Nc2ncc(C(=O)N3CCC(C(N)=O)CC3)c3ccccc23)cc1,8%,?,-19%,12%,-7,-9%
Cc1cccc(C)c1-n1ncc(C(=O)N2CCN(c3ccccn3)CC2)c1C1CCN(C(=O)OC(C)(C)C)CC1,-2%,-6%,.,.,-9,.
COC(=O)c1ccc(/C=N\N2CCN(c3ccccc3)CC2)cc1,1%,10%,-19%,3%,133,-9%
CCOC(=O)/C(C#N)=C/c1cn(CCC(=O)O)nc1-c1cccc(Cl)c1,9%,1%,1%,16%,18,?
CCC1CCCCN1c1nc(-c2cccc(OC)c2O)nc2ccccc12 (configuration not stated),-4%,?,-16%,?,39,0%
CCCCNC(=O)C1CCC(Cn2c(=O)c3sccc3n(Cc3ccccc3)c2=O)CC1 (configuration not stated),-2%,-3%,.,.,9,.
CCC(C)Cn1c(C(C)C)nc2ccccc21 (configuration not stated),.,-9%,3%,-4%,?,2%
C/C(=N\N=C\c1cccc(F)c1)c1nnn(-c2nonc2N)c1C,-4%,-22%,-20%,4%,-2,1%
C/C(=N\NC(=O)CC1N=C(Cc2ccccc2)NNC1=O)c1ccc(Br)cc1 (configuration not stated),-9%,-2%,-6%,5%,6,4%
O=C(NCC1(c2ccccc2)CCCC1)C(=O)N1CCOCC1,-7%,1%,-14%,5%,-38,3%
c1ccc(Nc2c3c(nc4ncnn24)CCC3)cc1,?,-15%,-7%,8%,30,-4%
COC(=O)/C(=C/N(C)C)C(=O)N1CCN(c2ccc(Cl)c(Cl)c2)CC1,-5%,-2%,69%[activator],-4%,-27,7%
O=C(NCCN1CCOCC1)c1ccc([N+](=O)[O-])cc1[N+](=O)[O-],-6%,-9%,-7%,3%,41,-10%
COCCOC(=O)c1c(C)oc2ccc(NS(=O)(=O)c3ccccc3)cc12,6%,?,-29%,?,3,-4%
C=CCn1c(O)c(N=NC(=O)OC(C)(C)C)c2ccccc21,-6%,-2%,-3%,1%,?,1%
O=C(CCNC(=O)c1ccccc1Cl)NCCc1ccc(C(F)(F)F)cc1,3%,?,0%,22%,5,4%
COc1ccc(C2CC(=O)c3cnc4c(-c5ccccc5)c(C)nn4c3C2)cc1OC (configuration not stated),-1%,-2%,.,.,-35,.
